# Screens (PubChem)
# All columns: NCI-60 one-dose screen, growth in % after 48 h at 10 µM unless noted; 100 = growth as untreated, 0 = no growth, -100 = all killed.
# CCRF-CEM: CCRF-CEM leukemia. actives 7% (n = 77,000). AID 1794778
# RPMI-8226: RPMI-8226 leukemia cells; actives 7.5% (n = 77,000)
# A549/ATCC: A549/ATCC NSCLC; actives 3.7% (n = 81,000); AID 1794740
# HOP-62: HOP-62 NSCLC; actives 3.9% (n = 80,000); AID 1794735
# M14: M14 melanoma | actives 6.2% (n = 80,000) | AID 1794745
# EKVX: EKVX NSCLC. actives 3% (n = 71,000). AID 1794765
# HOP-92: HOP-92 NSCLC cells; actives 6.3% (n = 71,000); AID 1794738
# MDA-MB-435: MDA-MB-435 melanoma; AID 1794794; actives 7.8% (n = 82,000)
# Active calls of the source: *; x = no result given; & = joins results of further samples. The calls were made as follows: active = growth percent below 10; inactive = the rest. Not all compounds are listed, so the mix of outcomes need not match the whole.
SMILES,CCRF-CEM,RPMI-8226,A549/ATCC,HOP-62,M14,EKVX,HOP-92,MDA-MB-435
Cn1cc(-c2csc(-c3cn(CCCCN4CCCCC4)c4ccccc34)n2)c2cccnc21,-11*,-31*,-47*,52,-80*,70,46,-80*
NC(=O)c1cc([N+](=O)[O-])cc([N+](=O)[O-])c1,113,83,96,109,99,115,70,105
O=C(O)CP(=S)(S)c1ccccc1 (centres undefined),107,104,91,79,97,89,92,107
CNC(=O)Oc1c(C)ccc2ccccc12,107,106,101,96,93,92,108,115
NC(=O)CN1CCCC1=O,x,x,102,113,108,107,x,103
Brc1ccc2c(c1)c(-c1nc(-c3c[nH]c4ncccc34)cs1)cn2CCN1CCCCC1,51,51,67,89,16,67,37,77
CN(C)C(=O)Oc1cccc(Cl)c1,115,119,110,95,98,91,93,96
O=C1NC(=O)C(=Cc2ccco2)C(=O)N1,101&118,101&112,109&107,100&100,103&109,105&115,87&125,102&117
COc1cc(C=C(C#N)C#N)ccc1O,112,126,97,90,107,102,93,105
Cc1cc([N+](=O)[O-])ccc1O,92,103,97,97,104,x,98,98
ClC1=C(Cl)C(Cl)(C2(Cl)C(Cl)=C(Cl)C(Cl)=C2Cl)C(Cl)=C1Cl,-58*,-38*,45,60,-58*,5.6*,-64*,-51*
Cc1ccc(N)cc1[As]=[As]c1cc(N)ccc1C (centres undefined),-38*,-40*,70,15,-72*,x,x,-89*
COC1CC2c3ccccc3C1C(C)=[N+]2C (centres undefined),77,75,96,110,103,97,99,100
O=P(Oc1ccccc1)(N1CCOCC1)N1CCOCC1,106,x,108,95,106,x,x,139
O=C(O)CNCP(=O)(O)O,91,99,102,109,101,106,x,104
Cc1cc(Cl)cc(Cl)c1O,93,90,98,97,105,107,x,108
O=C(O)C(Cl)Cl,78,119,91,90,104,94,89,100
COC1=C[C@@H]2[C@@H]3Cc4ccc(OC)c(O)c4[C@]2(CCN3C)CC1=O,115,119,95,x,97,98,126,109
O=C(/C=C/c1ccc(Cl)cc1Cl)c1nc2ccccc2n1Cc1ccc(F)cc1,-10*,-31*,66,58,60,36,37,44
O=C(CCCc1ccc(N(CCCl)CCCl)cc1)NCc1ccccc1,30,89,53,57,55,96,83,27
c1c(N2CC2)cc(N2CC2)cc1N1CC1,110,107,99,101,108,x,113,102
CC12CCC3C(C/C(=N\O)C4=CC(=O)CCC43C)C1CCC2=O (centres undefined),x,102,108,105,105,91,98,102
COC(=O)C1(C(=O)OC)N=C(C)OO1,105,101,92,106,98,x,112,103
CCOP(=S)(OCC)Oc1ccc2c(C)c(Cl)c(=O)oc2c1,82,87,79&86,99,101&104,102&97,86,111&97
CCCCCCCCCC(=O)N1CCOCC1,91,101,105,107,102,x,96,104
# (next part)
SMILES,CCRF-CEM,RPMI-8226,A549/ATCC,HOP-62,M14,EKVX,HOP-92,MDA-MB-435
ClCCN(CCCl)c1ccc(/C=N/Nc2ncnc3nc[nH]c23)cc1,42,92,88,82,77,85,81,80
CC1=C(C(=O)Nc2ccccc2)SCCO1,108,96,104,106,107,95,118,106
CCOc1ccccc1C(=O)OCC(Cl)(Cl)Cl,104,107,106,100,103,109,113,107
CCCNC(=O)C(C)(C)CC(=O)N[C@H]1N=C(c2ccccc2)c2ccccc2N(C)C1=O,108,111,105,109,x,99,122,107
CCOc1cccc(-c2nc3c(s2)C2=CC[C@@H]4[C@H](CC[C@]5(C)C(=O)CC[C@@H]45)[C@@]2(C)CC3)c1,109,104,103,100,105,94,107,101
C[N+]1([O-])C2CCC1CC(O)C2 (centres undefined),111,125,97,x,57,129,153,122
CC(C)c1ccc(C(Cc2ccccc2)NCCO)cc1 (centres undefined),79,69,95,77,84,90,38,98
COC1OC(CO)C(O)C(O)[CH]1[Hg][O]C(C)=O (centres undefined),96,104,95,102,94,111,123,94
Cn1cc(C=O)c2nccnc21,102,103,97,113,120,97,82,106
CC[S][Hg][Cl],93,114,99,119,106,106,113,99
C=C1C/C(=C/C)C(=O)O[C@@H]2CCN3CC=C(COC(=O)[C@]1(C)O)[C@H]23,96,113,104,115,110,96,85,108
CCOC(=O)Nc1cc(Cl)c([N+](=O)[O-])c(NC(=O)OCC)n1,33,72,95,126,85,x,78,65
COc1cc2c(cc1OC)CNCC2,104,101,75,93,100,107,85,109
ClC(Cl)c1nc2ccccc2[nH]1,99,98,90,91,98,93,88,108
O=[N+]([O-])c1cc(Cl)c(Cl)cc1Cl,106&105,112&97,111&89,107&112,114&102,113&106,110&110,107&101
COc1ccc(Nc2ccc([N+](=O)[O-])cc2[N+](=O)[O-])cc1CN(CCCl)CCCl,2.1*,0.1*,33,36,47,71,39,55
CC(C)OP(=O)(OC(C)C)C(O)C(Cl)(Cl)Cl (centres undefined),104,x,99,102,109,x,95,106
CC(C)[N+](C)(CCC(C(N)=O)(c1ccccc1)c1ccccc1)C(C)C,97&95&112,100&98&109,97&95&109,102&97&105,108&108&161,101&100&111,89&89,104&107&110
CC(C#N)N1CCN(c2cccc(Cl)c2)CC1 (centres undefined),99,94,99,100,94,109,83,110
CC(C)n1cc(CCN(C)C)c2c(O)cccc21,103,102,104,109,95,114,135,101
Cn1cccc1-c1cccnc1,98,99,82,88,98,101,93,104
[O-][n+]1onc2ccccc21,100,101,109,98,98,108,x,116
O=[N+]([O-])c1cc([N+](=O)[O-])c(F)cc1F,94,106,107,111,102,110,108,114
Cc1ccccc1OP(=S)(Oc1ccccc1C)Oc1ccccc1C,x,x,100,91,97,108,86,102
C=CCC1(Cc2ccsc2)C(=O)NC(=O)NC1=O,101,105,103,106,106,123,x,111
# The results go on.
SMILES,CCRF-CEM,RPMI-8226,A549/ATCC,HOP-62,M14,EKVX,HOP-92,MDA-MB-435
CO/N=C1\CC[C@]2(C)[C@H]3CC[C@]4(C)C(=O)CC[C@H]4[C@@H]3C[C@@H]3SC(N)=N[C@@]32C1,99,93,101,112,86,92,105,92
Cc1ccc(-n2c(=S)[nH]c3ccc(C)cc3c2=O)cc1,93&100,89&84,95&97,103&96,99&122,127,89,102&106
Oc1ccc(O)c2c1C1(Cl)C(Cl)=C(Cl)C2(Cl)C1(Cl)Cl,57,64,46,47,33,34,12,-3.3*
CN1CCc2cc3c(cc2C1)OCO3,99&131&91,98&113,97&87&103,95&86,116&98&95,93&97,103,108&106&110
CC1(C)N=C(N)N=C(N)N1c1ccc(CCc2ccc(Cl)cc2S(=O)(=O)F)c(Cl)c1,35,81,23,99,73,83,80,52
C#CC[Se]C(=O)c1ccc(C(=O)[Se]CC#C)s1,77,86,31,30,74,48,157,96
O=C1N[C@@H]2[C@@H](O)[C@@H](O)[C@H](O)C[C@H]2c2cc3c(c(O)c21)OCO3,2.8*,-24*,-8.4*,-19*,-82*,-26*,-19*,-42*
CC12CCC3C4CCC(=O)C(O)=C4CCC3C1CCC2OC(=O)CCC1CCCC1 (centres undefined),111,96,84,93,97,108,117,107
BrCC(Br)CBr,104,108,95,116,102,102,102,106
CC(C)[C@H](NC(=O)c1cn(Cc2ccccc2F)c2ccccc12)C(N)=O,98,94,110,93,98,95,110,104
C[C@H]1[C@H](OC(=O)CCC(=O)Nc2cnccn2)O[C@@H]2OC3(C)CC[C@H]4[C@H](C)CC[C@@H]1[C@@]24OO3,35,21,63,54,36,38,52,16
COP(=O)(CCl)OC,x,95,103,101,106,x,84,98
CN(C)C1C=CCCC1 (centres undefined),97,102,102,109,103,100,111,103
Cc1cccc2c(C)cccc12,x,x,103,100,109,90,x,97
COC(=O)C1=C(C(=O)OC)C2c3ccccc3C1c1ccccc12,114,110,79,97,96,88,62,99
CCCCC1(CCO)C(=O)NC(=S)NC1=O,110,x,99,105,110,95,85,110
COc1ccc2c(c1)C13CCN(C)C(C2)C1CCC1(C3)OCCO1 (centres undefined),97,x,101,x,100,102,113,109
CC1CC(NCC(O)CO)CC(C)(C)C1 (centres undefined),103,108,94,102,110,107,x,111
CC(C)(N)Cc1ccccc1,100,100,103,118,105,99,88,107
CC(C)[C@H](NC(=O)c1cn(Cc2ccccc2)c2ccccc12)C(N)=O,96,89,99,90,99,89,99,100
CC(C)CCC[C@@H](C)[C@H]1CC[C@H]2[C@@H]3C/C(=N\OC(=O)Cc4ccc(N(CCCl)CCCl)cc4)C4=CC(=O)CC[C@]4(C)[C@H]3CC[C@]12C,88,92,88,91,109,98,108,104
CCC[CH2][Sn]1([CH2]CCC)[O]C(=O)c2cccc([N+](=O)[O-])c2C(=O)[O]1,-48*,-40*,42,-91*,-89*,x,-92*,-99*
CCCCNCCc1ccccn1,92,90,100,107,100,120,x,109
CC(=O)O[C@H](C[C@H](C(C)C)N(C)C(=O)[C@@H](NC(=O)[C@H]1CCCCN1C)C(C)C)c1cccc(C(=O)N[C@@H](Cc2ccccc2)C[C@H](C)C(=O)O)n1,5.5*,20,8.6*,23,1.7*,37,54,-38*
O=S1c2ccccc2-c2ccccc21,91,98,102,91,104,89,x,109

# Some values from the results shown.
# CC1(C)N=C(N)N=C(N)N1c1ccc(CCc2ccc(Cl)cc2S(=O)(=O)F)c(Cl)c1 in HOP-92 → 80
# CO/N=C1\CC[C@]2(C)[C@H]3CC[C@]4(C)C(=O)CC[C@H]4[C@@H]3C[C@@H]3SC(N)=N[C@@]32C1 in CCRF-CEM → 99
# Oc1ccc(O)c2c1C1(Cl)C(Cl)=C(Cl)C2(Cl)C1(Cl)Cl in A549/ATCC → 46

# Structural class: the entries above containing fluorine
SMILES,CCRF-CEM,RPMI-8226,A549/ATCC,HOP-62,M14,EKVX,HOP-92,MDA-MB-435
O=C(/C=C/c1ccc(Cl)cc1Cl)c1nc2ccccc2n1Cc1ccc(F)cc1,-10*,-31*,66,58,60,36,37,44
O=[N+]([O-])c1cc([N+](=O)[O-])c(F)cc1F,94,106,107,111,102,110,108,114
CC1(C)N=C(N)N=C(N)N1c1ccc(CCc2ccc(Cl)cc2S(=O)(=O)F)c(Cl)c1,35,81,23,99,73,83,80,52
CC(C)[C@H](NC(=O)c1cn(Cc2ccccc2F)c2ccccc12)C(N)=O,98,94,110,93,98,95,110,104

# An excerpt of these results, field by field:
CC(C#N)N1CCN(c2cccc(Cl)c2)CC1 (centres undefined)
  CCRF-CEM: 99; RPMI-8226: 94; A549/ATCC: 99; HOP-62: 100; M14: 94; EKVX: 109; HOP-92: 83; MDA-MB-435: 110

C#CC[Se]C(=O)c1ccc(C(=O)[Se]CC#C)s1
  CCRF-CEM: 77; RPMI-8226: 86; A549/ATCC: 31; HOP-62: 30; M14: 74; EKVX: 48; HOP-92: 157; MDA-MB-435: 96

COC(=O)C1=C(C(=O)OC)C2c3ccccc3C1c1ccccc12
  CCRF-CEM: 114; RPMI-8226: 110; A549/ATCC: 79; HOP-62: 97; M14: 96; EKVX: 88; HOP-92: 62; MDA-MB-435: 99

# Full records as entered above. Order of values: CCRF-CEM, RPMI-8226, A549/ATCC, HOP-62, M14, EKVX, HOP-92, MDA-MB-435
# C[C@H]1[C@H](OC(=O)CCC(=O)Nc2cnccn2)O[C@@H]2OC3(C)CC[C@H]4[C@H](C)CC[C@@H]1[C@@]24OO3 across the screens: 35, 21, 63, 54, 36, 38, 52, 16
# CC1(C)N=C(N)N=C(N)N1c1ccc(CCc2ccc(Cl)cc2S(=O)(=O)F)c(Cl)c1 across the screens: 35, 81, 23, 99, 73, 83, 80, 52
# CCCCNCCc1ccccn1 across the screens: 92, 90, 100, 107, 100, 120, x, 109
# O=C1N[C@@H]2[C@@H](O)[C@@H](O)[C@H](O)C[C@H]2c2cc3c(c(O)c21)OCO3 across the screens: 2.8*, -24*, -8.4*, -19*, -82*, -26*, -19*, -42*
# CCCCC1(CCO)C(=O)NC(=S)NC1=O across the screens: 110, x, 99, 105, 110, 95, 85, 110

# Continuation.
SMILES,CCRF-CEM,RPMI-8226,A549/ATCC,HOP-62,M14,EKVX,HOP-92,MDA-MB-435
O=C(Cc1ccccc1)OCC(Br)CBr (centres undefined),118,103,88,90,93,100,112,103
Cc1ccccc1N,102,101,98,96,106,109,114,120
C1=C(c2ccccc2)CCNC1,118,111,114,107,96,124,112,124
CC1C=CCP1(C)=O (centres undefined),x,x,109,108,102,98,86,100
COc1cc(C2CC(=O)Nc3nc(N)[se]c32)cc(OC)c1OC (centres undefined),96,101,46,71,115,90,138,105
CC(Cl)CNC1CCCCC1 (centres undefined),91,92,x,x,98,105,x,108
C=CCOP(OCC=C)OCC=C,x,97,100,106,110,x,88,104
O=P(Oc1ccccc1)(Oc1ccccc1)c1ccccc1,93,60,88,98,96,85,77,92
CCN(c1nncs1)P(=O)(N1CC1)N1CC1,121,x,92,102,103,106,109,93
Oc1cc(N2CC2)c(O)cc1N1CC1,25,2.5*,-1.9*,-13*,-50*,58,5.9*,0.0*
CCCc1ccccn1,106,102,96,94,125,x,92,98
Clc1cccc(Cl)c1NC1=NCCS1,95,98,103,111,96,x,90,101
C/C(=N/OC(=O)N(C)C)c1ccc([N+](=O)[O-])cc1,106,97,87,102,114,119,104,111
C=C[C@H]1CN2CC[C@H]1C[C@@H]2[C@H](O)c1ccnc2ccccc12,114,110,101,107,107,86,85,97
CC(C)[C@H](NC(=O)[C@H]1CCCCN1C)C(=O)N(C)[C@H](CC(=O)c1nc(C(=O)N[C@@H](Cc2ccccc2)C[C@H](C)C(=O)O)cs1)C(C)C,67,84,90,88,89,96,77,34
